PI5P4K alpha inh: blocks human PI5P4K alpha kinase activity | P48426 | PI5P4Kalpha enzyme, ADP-Glo luminescence, 60 min; stronger effect = lower value | max response, % | 330,000 compounds, 1.2% hits | AID 652105; active = max response of -50% or lower; inconclusive = between -30% and -50%; inactive = -30% or higher; note: value at the top dose of about 77 µM; % is set by controls: 0 for no effect and ±100 for the full control effect
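ADP-Glo luminescence end-point read after a 60 min room-temperature kinase reaction of PI5P4Kalpha plus substrate, initiated with ATP at 5 microM final. Buffer: 0.038 M HEPES pH 7.4, EGTA, 0.1% CHAPS, 5% DMSO.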
EPAC2 ag: agonists of human EPAC2 (RAPGEF4). Q8WZA2. EPAC2 activation, biochemical qHTS; response scale: 100% = 6.5 mM cAMP response. Potency, µM (titrated, usually from 154 µM), for inactives: top-dose activation, most hits filed as activators. 360,000 compounds, 0.079% hits. AID 720711; note: potency is the fitted concentration of half-maximal effect; nearly all actives have a fitted effect of over 50% in size
Target sequence (Q8WZA2 whole entry, looked up): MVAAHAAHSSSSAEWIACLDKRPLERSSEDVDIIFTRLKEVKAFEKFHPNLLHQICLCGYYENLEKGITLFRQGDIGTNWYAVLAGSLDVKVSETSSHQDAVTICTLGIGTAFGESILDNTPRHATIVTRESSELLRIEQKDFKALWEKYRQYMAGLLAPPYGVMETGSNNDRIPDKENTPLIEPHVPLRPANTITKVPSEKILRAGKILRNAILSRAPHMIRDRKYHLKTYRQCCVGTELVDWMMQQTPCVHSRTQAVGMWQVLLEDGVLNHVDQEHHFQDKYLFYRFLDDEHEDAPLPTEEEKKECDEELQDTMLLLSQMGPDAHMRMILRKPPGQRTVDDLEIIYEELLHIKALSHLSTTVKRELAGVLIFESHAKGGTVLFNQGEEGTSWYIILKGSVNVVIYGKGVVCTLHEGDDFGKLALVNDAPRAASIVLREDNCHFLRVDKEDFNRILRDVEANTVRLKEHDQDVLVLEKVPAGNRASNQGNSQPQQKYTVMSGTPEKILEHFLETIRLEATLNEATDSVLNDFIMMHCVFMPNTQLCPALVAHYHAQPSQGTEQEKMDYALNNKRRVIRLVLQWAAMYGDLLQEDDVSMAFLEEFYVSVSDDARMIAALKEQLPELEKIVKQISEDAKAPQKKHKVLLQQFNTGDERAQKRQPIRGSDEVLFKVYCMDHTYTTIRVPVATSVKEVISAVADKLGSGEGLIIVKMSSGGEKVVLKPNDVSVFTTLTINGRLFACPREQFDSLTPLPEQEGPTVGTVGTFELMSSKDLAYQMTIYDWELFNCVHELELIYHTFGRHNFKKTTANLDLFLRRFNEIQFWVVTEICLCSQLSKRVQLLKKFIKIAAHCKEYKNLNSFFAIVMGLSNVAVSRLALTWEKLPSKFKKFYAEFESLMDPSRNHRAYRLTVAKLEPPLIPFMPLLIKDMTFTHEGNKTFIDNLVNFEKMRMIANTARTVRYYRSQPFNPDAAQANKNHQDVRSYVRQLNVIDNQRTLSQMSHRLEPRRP
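Nucleotide exchange monitored as fluorescence drop when BODIPY-GDP leaves Rap1B. Reaction: 100 nM EPAC2, 250 nM RAP1B-BODIPY-GDP, 50 uM GDP, room temperature, kinetic read over 30 min. Activity expressed relative to 6.5 mM cAMP.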
WRN inhibitor: WRN helicase (human) inhibition; Q14191; WRN helicase unwinding, fluorescent forked duplex, kinetic; Potency, µM (doses to about 114 µM), for the others: at the top dose activity change, negative = inhibition, most hits filed as inhibitors; 360,000 compounds, 0.46% hits; note: potency is the fitted concentration of half-maximal effect; % is set by controls: 0 for no effect and ±100 for the full control effect; nearly all actives have a fitted effect of over 55% in size
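WRN at 20 nM final was preincubated with compound for 15 min at room temperature; reaction started with 100 nM forked duplex oligonucleotide carrying fluorophore and quencher plus 2 mM ATP (final). Unwinding followed kinetically by red fluorescence (ex 525/em 598 nm).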
CCT modulator: modulators of cytosolic chaperonin (CCT/TRiC) activity. purified chaperonin ATPase assay, HTRF ADP detection, 30 min. activity change, % (test concentration not listed), hits read low. 360,000 compounds, 0.3% hits; in the data active = activity change below about -30%; note: % is set by controls: 0 for no effect and ±100 for the full control effect
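Enzyme 40 or 20 nM (batch-dependent) in Tris pH 7.4/KCl/MgCl2/DTT; cpd 76 uM single point; ATP 10 uM; 30 min 37 °C; Transcreener ADP HTRF detection, 30 min RT; ratio 665/615.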
EPAC1 ag: agonists of human EPAC1; O95398; EPAC1 agonist qHTS, biochemical assay; response scale: 100% = response to 6.5 mM cAMP; Potency, µM (series often up to 154 µM), for the others: at the top dose activation, actives largely listed as activators; 360,000 compounds, 0.073% hits; note: potency is the fitted concentration of half-maximal effect; nearly all actives have a fitted effect of over 60% in size
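Normalized to 6.5 mM cAMP, activity reflects EPAC1-catalysed release of BODIPY-GDP from Rap1B, followed kinetically over 30 min at 480 nm excitation, 540 nm emission. Reaction contained 100 nM EPAC1, 250 nM Rap1B-BODIPY-GDP, 50 uM GDP.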
PLK1 PBD inh: PLK1 (human) polo-box domain binding inhibition; P53350; Potency, µM, for the others: max response, negative = inhibition, most hits filed as inhibitors; 360,000 compounds, 2.8% hits; AID 720504; Plk1 PBD binding of FITC phosphopeptide, fluorescence polarization; note: potency is the fitted concentration of half-maximal effect; series mostly up to about 57 µM; % is set by controls: 0 for no effect and ±100 for the full control effect; nearly all actives have a fitted effect of over 65% in size
EPAC1 antag: blocks human EPAC1 exchange factor | O95398 | EPAC1 GEF assay, Rap1b-BODIPY-GDP exchange fluorescence | Potency, µM (series often up to 115 µM), without a hit: top-dose activity change, negative = inhibition, hits mostly inhibitors | 360,000 compounds, 0.14% hits;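 note: potency is the fitted concentration of half-maximal effect; plate controls were vehicle for no effect and positive control for full effect; nearly all actives have a fitted effect of over 50% in size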
IL2 activator: activators of IL-2 | IL-2 activation reporter assay, cell-based qHTS; stimulated with anti-CD3/CD4/CD28 beads; in transgenic mouse T cells | activation, % (series mostly up to about 46 µM) | 360,000 compounds, 0.065% hits | AID 652025; in the data active = activation above about 50%; inconclusive = mostly about 30% to 49%; note: 0% is about no effect
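Quantitative HTS in unstimulated transgenic mouse T cells, with memory T cells as non-tolerant control and PMA/ionomycin as tolerance-bypass control. Compound pretreatment lasted 60 minutes before 18 h bead stimulation; EGFP/DsRed fluorescence read.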
* marks the source's active call; other numbers are inactive results; ? = inconclusive; nt = no result given; [ ] = remark or other dose. Unless noted, calls come from the whole dose curve; as a rule, active = well fitted curve in the direction sought with a large enough effect; inconclusive = small, poorly fitted or top-dose-only effect, or another doubt; inactive = no such curve, though single readings can be large; an effect the other way counts as inactive or inconclusive.

structure | WRN inhibitor | PLK1 PBD inh | EPAC1 antag | CCT modulator | IL2 activator | EPAC1 ag | EPAC2 ag | PI5P4K alpha inh
COC(=O)c1c(NC(=O)CCc2ccc(C)o2)sc(C)c1C | -7.9%[57.1 µM] | -23.1% | -2.5% | 0.1 | -3.4 | -1.3% | 3.7% | -12.8
CC[C@@]1(C(=O)OC)N[C@H](CN(C)C(=O)Nc2ccccc2)[C@@H]2C(=O)N(Cc3ccccc3)C(=O)[C@@H]21 | 0.5% | -15.4% | -6.7% | -1.0 | 0.3 | -14.1% | 0.4% | 3.9
COc1ccc(C(=O)N2CCN(S(=O)(=O)c3ccc(C)cc3C)CC2)cc1S(=O)(=O)N1CCOCC1 | -2.1% | -4.8% | -26.1% | 0.8 | 0.8 | 8.0% | 3.6% | -0.7
COc1cc(-c2coc3c(C(=O)NCc4ccc(N(C)C)cc4)cccc23)ccc1O | -9.5% | 5.2% | 9.6% | -0.2 | -0.4 | 8.8% | 7.6% | -1.1
O=C(Cn1nc(C(=O)O)c2ccccc2c1=O)Nc1cc(C(F)(F)F)ccc1-n1cncn1 | -1.3% | -2.1% | -18.2% | -0.3 | 1.2 | -3.3% | 1.9% | 3.6
CCc1nc2ccc(C(=O)N3CCN(C(C)=O)CC3)cn2c1N(CC)C(C)=O | -1.7% | -0.8% | 5.3% | 1.4 | 0.2 | -2.4% | 3.1% | 3.6
Cc1nnc(NCc2n[nH]c(=O)c3ccccc23)c2ccccc12 | -2.9% | -7.3% | 13.6% | 0.2 | -0.1 | 2.1% | -1.5% | nt
CC[C@@H]1CC=C[C@H]2[C@H]1C(=O)N(Cc1ccccc1)[C@H]2c1ccc(C(F)(F)F)cc1 | -10.7% | -23.5% | -21.2% | -0.1 | -0.3 | -26.0% | -7.7% | -3.7
O=C(NCc1ccccc1Cl)c1csc2c1CCCCC2 | 4.5% | -4.0% | -10.1% | -1.1 | -0.3 | 11.0% | 6.4% | nt
N#CCOc1ccccc1/C=N/n1nnnc1N | 5.1% | -2.5% | 26.2% | 1.3 | -0.1 | -0.6% | 9.0% | -2.4
C=CC[C@H](CC(=O)NCCO)C(=O)NCCOC(=O)[C@@H](CC=C)CC(=O)OC(C)(C)C | -6.0% | -12.9% | 14.6% | -4.1 | -2.5 | 5.6% | 0.6% | 7.3
O=c1cccccc1NCc1ccccc1 | 8.0% | -9.1% | 6.0% | -2.4 | 1.4 | 9.1% | -2.9% | -6.3
CC(Oc1ccc(Cl)cc1Cl)C(=O)NNC(=O)c1ccncc1 (stereo unspecified) | -1.7% | -16.1% | 10.5% | 4.2 | -0.4 | -0.7% | 2.0% | 6.4
COC(=O)c1c(NC(=S)Nc2cc(OC)c(Cl)cc2OC)sc2c1CCCCC2 | -10.5% | -23.9% | -4.2% | 1.3 | 0.2 | 11.1% | 14.1% | 0.9
CC1=C(C(=O)Nc2ccccc2)C(c2ccco2)NC(=O)N1 (stereo unspecified) | -1.3% | -3.7% | 4.7% | 0.3 | 1.0 | -8.4% | -4.6% | nt
CC(=O)Nc1ccc(S(=O)(=O)Nc2nccc(/C=C/c3ccccc3F)n2)cc1 | -0.6%[57.1 µM] | -13.8% | -11.8% | -0.3 | 0.3 | 4.2% | -2.0% | -5.3
O=C(Nc1cccc2cccnc12)c1ccc(Cl)cc1Cl | 3.2% | 3.2% | 7.0% | 0.3 | -5.4 | 9.1% | 8.3% | 6.8
COc1cc(OC)c(C(=O)OCC(=O)Nc2cccc(S(=O)(=O)NC3=NCCCCC3)c2)cc1OC | 0.4% | 4.0% | 13.8% | -1.2 | -3.8 | 7.6% | -3.3% | -3.8
CCCSc1nc(SCC(=O)NCc2ccccc2)c2c3c(sc2n1)COC(C)(CC)C3 (stereo unspecified) | 2.9% | -3.8% | -3.2% | -1.0 | -1.6 | 6.9% | 5.3% | -0.9
Cc1nc2ccc(NC(=O)c3cccs3)cc2s1 | 7.4% | -1.8% | -6.9% | -0.2 | -3.9 | -6.2% | 3.5% | -0.9
Cc1cc(C)cc(OCC(=O)Nc2cc(C)on2)c1 | -6.7% | -7.7% | -6.3% | 0.4 | -1.3 | -5.2% | -4.0% | 1.8
COc1ccc(/C=C/C(=O)NC(=S)NNC(=O)Cc2cccs2)cc1OC | -9.1% | -19.0% | 5.7% | 0.3 | 0.0 | 3.9% | -5.0% | -15.7
Cc1noc(C)c1-c1ccc(C(=O)NCc2ccccc2)c2occc12 | -7.8% | -9.2% | -15.3% | 1.8 | 0.4 | -13.3% | 9.2% | 0.0
Cc1ccc(S(=O)(=O)NCc2ccccc2)cc1C(=O)N(C)Cc1ccc(F)cc1 | 2.1% | -16.6% | 10.0% | -2.1 | -0.8 | 5.1% | 14.9% | -2.9
O=[N+]([O-])c1ccc(C2=Nn3c(Cn4nnc5ccccc54)nnc3SC2)cc1 | -21.0% | 5.32µM* | -14.7% | -1.4 | -4.1 | -6.3% | 7.6% | -23.0
CCO[C@H]1OC(C(=O)O)=C[C@@H](c2ccc(C(F)(F)F)cc2)[C@@H]1CCCO | 7.4% | -11.2% | 8.2% | -0.9 | -0.4 | -5.7% | 12.4% | 3.4
CC(C)NC(=O)N1c2ccccc2Sc2ccccc21 | 3.8% | 5.7% | 1.0% | -1.7 | 0.3 | -5.3% | 10.7% | -60.4*
Cc1ccsc1C(=O)N1CCC1(C)C(=O)NCc1cccc2ccccc12 (stereo unspecified) | -3.9% | -3.9% | -21.8% | -1.7 | 0.4 | 3.4% | 5.7% | 0.8
CC(C)(C)n1ncc2c(=O)n(CC(=O)N3CCN(c4ccccc4)CC3)cnc21 | -13.3% | 1.2% | -2.3% | 1.4 | -0.7 | 5.5% | -71.1%[inhibitor][15.6 µM] | -6.5
COC(=O)c1ccc(C)c(NC(=O)CSc2sc3c(O)cc(=O)[nH]c3c2C#N)c1 | ? | ? | ? | -0.6 | 0.6 | -1.8% | -2.1% | -63.9*
O=C(NNC(=O)c1ccc(S(=O)(=O)N2CCCCC2)cc1)c1ccc(F)cc1 | -0.6% | 1.8% | 1.7% | -1.7 | 1.7 | 0.6% | -9.1% | -3.8
O=C(C[C@H]1CC[C@@H](NC(=O)Nc2ccc3c(c2)OCO3)[C@@H](CO)O1)NCc1ccccc1 | 0.8% | -1.5% | 2.3% | nt | 2.1 | -6.9% | 2.0% | 1.6
Cc1nn(C)c(C)c1NC(=O)CCSc1nc(-c2ccco2)cc(C(F)(F)F)n1 | 4.3% | -16.4% | 15.0% | -1.9 | -0.4 | -2.6% | -10.5% | 2.2
CC(=O)NC(CC(=O)Nc1nc(C)cs1)c1ccccc1 (stereo unspecified) | 3.0% | -4.1% | 6.8% | -1.5 | -1.9 | -2.7% | 6.7% | -0.7
CN(C)C(=O)c1ccc(NC(=O)CN2CCc3cc4c(cc3C2)OCCCO4)cc1 | -2.7% | -13.8% | -6.3% | 0.0 | -1.7 | -25.1% | 9.5% | -10.9
CC(C)C(=O)Nc1cccc(NC(=S)NC(=O)c2ccc3c(c2)OCO3)c1 | -8.7% | -3.1% | -3.6% | -0.2 | 3.9 | 14.2% | 4.9% | -5.5
CCOC(=O)N1CCN(CC(O)COCc2ccccc2)CC1 (stereo unspecified) | -7.5% | 1.9% | -8.8% | -1.6 | -1.0 | -9.5% | 0.3% | -1.6
Cc1ccc(C2C(C(=O)c3ccco3)=C(O)C(=O)N2c2ncccn2)cc1 (stereo unspecified) | -5.1% | -10.7% | -14.8% | -5.0 | -3.3 | 7.5% | 5.2% | -11.9
Cc1ccc(/C=C2/C(=O)N(c3ccccc3)C(=S)N2C)o1 | -25.4% | -28.0% | -0.6% | -2.2 | 6.2 | -15.3% | -4.1% | -22.6
Nc1ccn([C@@H]2O[C@H](CNCc3cccc4c3sc3ccccc34)[C@@H](O)[C@H]2O)c(=O)n1 | -0.6% | -12.6% | -22.3% | -0.4 | -1.0 | 3.7% | 6.2% | 1.8
COC(=O)Cn1c(CCC(=O)O)ccc1-c1ccccc1 | 0.8% | -13.6% | 7.2% | -0.9 | -2.4 | 6.9% | 2.4% | -3.9
NC(=O)c1ccc(NC(=O)COC(=O)C23CC4CC(CC(C4)C2)C3)cc1 | 4.5% | -0.5% | -11.2% | -0.3 | -1.6 | -6.1% | 9.1% | 2.7
COC(=O)c1ccn(CC(=O)NC2CCCCC2)n1 | -1.3% | -1.0% | 4.6% | 1.4 | 2.4 | -1.6% | -2.2% | -20.0
O=C(COc1ccccc1F)NNC(=O)c1ccc2c(=O)n3c(nc2c1)CCC3 | -14.9% | -1.7% | -0.6% | 0.2 | -0.7 | -3.2% | -6.4% | -7.3
COC(=O)c1ccc2c(=O)n(CCCCCC(=O)NCCNC(C)=O)c(=O)[nH]c2c1 | -4.6% | 1.0% | -10.6% | 1.5 | 0.0 | 1.8% | -0.1% | -7.0
O=C(CSc1ccccc1[N+](=O)[O-])NC1CCS(=O)(=O)C1 (stereo unspecified) | -19.8% | -15.7% | -27.6% | -1.6 | -0.4 | 8.9% | 7.4% | 0.9
COc1ccc(C(=O)Nc2nc(C)cs2)cc1S(=O)(=O)N1CCOCC1 | 2.4% | -8.6% | -0.6% | -2.3 | 1.3 | 6.7% | 11.2% | 0.8
CCCN(CCO)Cc1cccc(Br)c1 | 6.6% | -1.2% | 4.8% | -2.5 | 0.8 | -4.3% | -0.2% | nt
CN(C)c1ccc(S(=O)(=O)N2CCCCC2)cc1NC(=O)C1=COCCO1 | 5.9% | -6.8% | -3.1% | 0.5 | 0.4 | 1.2% | 5.4% | 0.7
Cc1ccc(C(c2c(C)nn(-c3ccccc3)c2N)c2c(C)nn(-c3ccccc3)c2N)cc1 | 2.6% | -5.1% | -24.7% | 1.1 | 1.3 | 5.4% | -8.0% | 6.9

(next part)
structure | WRN inhibitor | PLK1 PBD inh | EPAC1 antag | CCT modulator | IL2 activator | EPAC1 ag | EPAC2 ag | PI5P4K alpha inh
Cc1ccc(OC(=O)N2CCOCC2)cc1 | -0.2% | -5.1% | -0.6% | -1.0 | -4.1 | -2.0% | -5.6% | 0.2
Cc1ccc(S(=O)(=O)NC(C(=O)Oc2ccc3ccc(=O)oc3c2)c2ccccc2)cc1 (stereo unspecified) | -8.8% | ? | 5.5% | 1.8 | 0.6 | -4.2% | 8.6% | -5.9
CC(=O)N1CCN(C(=O)CCCNC(=O)c2ccc(Cl)cc2)CC1 | 5.5% | -0.3% | 15.7% | 0.3 | -2.4 | 2.9% | -0.4% | 0.2
CC1(C)OCC(COC(=O)Nc2cccnc2)([N+](=O)[O-])CO1 | -2.9% | -15.1% | -2.1% | 2.8 | 0.4 | 0.7% | 2.5% | 5.1

Assay outcomes as filed in PubChem.

An excerpt (hit frequency here may not be typical).
